Gli-Sufu antag – Gli-Sufu pathway antagonism | inhibition, % at 5 µM | actives 0.74% (n = 340,000) | Sufu-KO-LIGHT fibroblasts, Gli luciferase reporter luminescence | AID 588413;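 active = inhibition above about 55%, limit read from the data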;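 also: 0% = DMSO-treated cells and 100% = wells with medium but no cells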
APJ agonist – agonists of human APJ apelin receptor; AID 2520; actives 0.11% (n = 330,000); P35414; CHO-K1 APJ PathHunter beta-arrestin, luminescence; 0% DMSO wells, 100% apelin; activation, % at 20 µM;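 active = activation more than six SD over the plate average, tested at 20 µM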;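 also: 0% = DMSO alone and 100% = apelin-13 at 10 nM; some results filed as inactive read as strong as hits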
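Assay system: CHO-K1 APJ beta-arrestin complementation cell line / Compound: single test compound dose, 20 µM final, 1% DMSO / Times: overnight seeding, 90 min compound at 25 °C, 1 h detection / Technique: beta-gal luminescence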
CCR6 antagonist – blocks CCL20-driven beta-arrestin recruitment at human CCR6. P51684. CHO-K1 CCR6 PathHunter beta-arrestin, luminescence, CCL20-stimulated. inhibition, % at 20 µM. actives 0.49% (n = 340,000);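 active = compounds whose inhibition of the agonist-driven luminescence signal at 20 µM reaches about 50%, limit read from the data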;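 also: cells stimulated with CCL20 at 14 nM final; plate controls were DMSO with CCL20 for no effect and DMSO without agonist for full effect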
EBI2 antag – EBI2 (human) antagonism; actives 0.81% (n = 360,000); EBI2 beta-arrestin recruitment, luminescence, 7a,25-OHC stimulated; inhibition, % at 5 µM; in the data active = inhibition above about 38%;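 also: enzyme fragment complementation signal reports receptor beta-arrestin coupling in cells; 0% = agonist plus DMSO wells and 100% = wells without agonist; some results beyond the cut were filed as inactive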
UBC13 polyUb – human UBC13 polyubiquitination inhibition. inhibition, % at 20 µM. AID 485273. UBC13 polyubiquitin chain formation, TR-FRET. P61088. actives 0.47% (n = 330,000); in the data active = inhibition above about 45%, passing the limit was not always enough; inconclusive = no clear call, values can overlap the other calls
Target sequence (P61088 whole entry, looked up): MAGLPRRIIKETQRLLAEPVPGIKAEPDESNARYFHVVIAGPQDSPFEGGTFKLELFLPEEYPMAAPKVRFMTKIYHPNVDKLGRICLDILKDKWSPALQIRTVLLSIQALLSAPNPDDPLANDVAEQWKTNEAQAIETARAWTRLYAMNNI
CXCR6 block – CXCR6 (human) receptor inhibition. inhibition, % at 20 µM. actives 0.36% (n = 360,000). AID 602244. O00574. CHO-K1 PathHunter CXCR6 beta-arrestin, luminescence; in the data active = inhibition above about 34%, passing the limit was not always enough;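 also: antagonist mode with CXCL16 agonist at 10 nM final; 0% = 10 nM CXCL16 with DMSO and 100% = unstimulated wells without agonist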
Target sequence (O00574 whole entry, looked up): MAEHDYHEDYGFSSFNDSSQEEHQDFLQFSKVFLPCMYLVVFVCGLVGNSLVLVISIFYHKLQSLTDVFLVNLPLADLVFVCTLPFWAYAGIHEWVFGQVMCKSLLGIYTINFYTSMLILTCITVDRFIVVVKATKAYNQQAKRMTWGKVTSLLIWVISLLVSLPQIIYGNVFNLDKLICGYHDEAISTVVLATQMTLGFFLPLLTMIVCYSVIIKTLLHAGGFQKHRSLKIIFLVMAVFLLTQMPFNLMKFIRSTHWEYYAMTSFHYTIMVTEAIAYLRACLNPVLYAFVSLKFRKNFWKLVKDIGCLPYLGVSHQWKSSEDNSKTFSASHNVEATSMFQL
APJ antagonist – antagonists of human APJ apelin receptor. P35414. CHO-K1 APJ beta-arrestin complementation, luminescence. inhibition, % at 20 µM. actives 0.32% (n = 330,000);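 active = inhibition above about 40% at 20 µM, limit read from the data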;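 also: cells challenged with 10 nM apelin-13 agonist together with compound; plate controls were apelin-13 plus DMSO wells for no effect and DMSO wells lacking apelin-13 for full effect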
ATG4B inh – ATG4B (human) cysteine protease inhibition | Q9Y4P1 | ATG4B cleavage of LC3-PLA2, NBD-HPC fluorescence, 1 h | inhibition, % at 8.33 µM | actives 0.51% (n = 340,000); in the data active = inhibition above about 40%
Target sequence (Q9Y4P1 whole entry, looked up): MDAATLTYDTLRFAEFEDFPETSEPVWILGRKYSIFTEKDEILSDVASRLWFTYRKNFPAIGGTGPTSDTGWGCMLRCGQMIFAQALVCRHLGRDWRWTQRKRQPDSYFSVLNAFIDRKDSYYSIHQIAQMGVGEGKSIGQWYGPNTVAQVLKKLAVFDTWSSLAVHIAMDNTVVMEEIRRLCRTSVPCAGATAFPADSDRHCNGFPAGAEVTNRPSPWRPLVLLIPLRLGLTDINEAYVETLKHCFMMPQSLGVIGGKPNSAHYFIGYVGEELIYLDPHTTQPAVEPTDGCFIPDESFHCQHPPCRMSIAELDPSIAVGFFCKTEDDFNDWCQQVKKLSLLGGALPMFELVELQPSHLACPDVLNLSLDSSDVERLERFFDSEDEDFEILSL
* hit, by the source's call; ? = inconclusive; . = not tested or not shown. Compounds as they come; 3% or so of the library scored in one or more.

Short keys – A = Gli-Sufu antag; B = APJ agonist; C = CCR6 antagonist; D = EBI2 antag; E = UBC13 polyUb; F = CXCR6 block; G = APJ antagonist; H = ATG4B inh
molecule: Cc1nnc(NC(=O)c2ccc3c(c2)OCO3)s1
  A: -60	B: -2	C: 6	D: -10	E: 4	F: 6	G: -5	H: -1
molecule: COc1ccc(CNC(=O)c2c(O)c3cccc4c3n(c2=O)CCC4)cc1OC
  A: 16	B: 0	C: 1	D: -3	E: ?	F: 8	G: 4	H: -4
molecule: Fc1ccccc1N1CCN(Cc2cccnc2)CC1
  A: -7	B: -2	C: 1	D: -8	E: -16	F: 0	G: 13	H: 5
molecule: O=C(NCc1cccs1)C1CCCN(S(=O)(=O)c2cccc3cccnc23)C1 (stereo not drawn)
  A: 2	B: -4	C: 15	D: -6	E: 3	F: 1	G: 15	H: -4
molecule: Cc1cc(NCc2cccnc2)nc(N)n1
  A: 5	B: -3	C: 0	D: -6	E: 2	F: 1	G: 1	H: -1
molecule: OC(C#CCN1CCCCC1)c1ccccc1 (stereo not drawn)
  A: 3	B: -1	C: -5	D: -3	E: 5	F: 3	G: 2	H: -2
molecule: COc1ccc(CC(=O)OCC(=O)NC(=O)NC2CCCC2)cc1
  A: 5	B: -3	C: 2	D: -6	E: 3	F: -2	G: 4	H: -27
molecule: O=C(Cn1nc(Cc2cccnc2)c2ccccc2c1=O)N1CCN(C(=O)c2ccco2)CC1
  A: 1	B: -3	C: 2	D: -4	E: -12	F: -7	G: -54	H: 0
molecule: CSC(=CC(=O)c1ccc(F)cc1)SC
  A: -7	B: -2	C: 2	D: -5	E: -6	F: 2	G: 6	H: 10
molecule: NC(=O)c1cc(N2C(=O)C=CC2=O)ccc1Cl
  A: 4	B: -4	C: 9	D: 0	E: 3	F: 12	G: -32	H: 8
molecule: CCOc1ccccc1NC(=O)CN1C(=O)C(C)SC(C)C1=O (stereo not drawn)
  A: 6	B: 0	C: -5	D: -4	E: 2	F: 12	G: -3	H: 0
molecule: COc1ccc(CN(C)C(=O)c2cccc(NC(=O)CC3SC(N4CCCCC4)=NC3=O)c2)c(OC)c1 (stereo not drawn)
  A: 65*	B: .	C: -2	D: -2	E: .	F: -16	G: .	H: -10
molecule: COc1ccc([C@H]2CC(=O)C=C(c3ccc4c5c(cccc35)CC4)C2)cc1
  A: 1	B: -2	C: 22	D: 37	E: ?	F: 4	G: 15	H: 9
molecule: CCOC(=O)CNC(=O)COc1coc(CN2CCN(c3ccccc3)CC2)cc1=O
  A: 0	B: 0	C: 13	D: 4	E: -2	F: -1	G: 11	H: -5
molecule: Cc1cccc(C)c1NC(=O)CN(C)C(=O)Cn1c(=O)cnc2ccccc21
  A: 5	B: 4	C: -8	D: 3	E: -6	F: 4	G: -2	H: -5
molecule: CSc1n[nH]c(=O)n1C1CCCCC1
  A: 22	B: 2	C: -7	D: -10	E: 2	F: -6	G: 7	H: -8
molecule: Cn1nc(C(=O)Nc2ccc(-n3cnnn3)cc2)c2ccccc2c1=O
  A: 9	B: 0	C: 9	D: 6	E: -13	F: -2	G: -8	H: -2
molecule: O=C(CSc1nc2nn(-c3ccccc3)c(=O)c-2c2n1CCCCC2)c1ccc(O)c(O)c1
  A: 3	B: -3	C: 23	D: 2	E: -34	F: 0	G: 2	H: -16
molecule: COc1cccc2cc(C(=O)N3CCCc4ccccc43)oc12
  A: 9	B: -4	C: 12	D: 18	E: 0	F: 5	G: 24	H: 7
molecule: CC(=O)NC(CC(=O)OCC(=O)N1CCN(S(=O)(=O)c2ccc(Cl)cc2)CC1)c1ccccc1 (stereo not drawn)
  A: 6	B: -6	C: 1	D: -2	E: -2	F: -6	G: 7	H: 3
molecule: CCOCCn1c(-c2ccc(OC)cc2)nc2ccccc21
  A: -2	B: -4	C: 1	D: -10	E: 3	F: 6	G: 8	H: 1
molecule: CN1CCN(CC(=O)Nc2cccc(S(=O)(=O)N(C)c3ccccc3)c2)CC1
  A: 8	B: -3	C: -6	D: -15	E: 10	F: -4	G: 0	H: -8
molecule: COc1ccc(-c2nnc(SCC(=O)Nc3ncc(C)s3)n2-c2ccccc2)cc1OC
  A: 5	B: -3	C: 0	D: 9	E: -1	F: 4	G: -5	H: -18
molecule: COc1ccc(OC)c(-n2c(SCC(=O)N3CCc4ccccc43)nc3c(c2=O)SCC3)c1
  A: 10	B: -2	C: 3	D: 10	E: -14	F: 6	G: 10	H: -4
molecule: CCOC(=O)c1c(NC(=O)CSc2nc3c(c(=O)n(C)c(=O)n3C)n2CC)sc(C)c1C
  A: -3	B: 2	C: 0	D: 2	E: -1	F: -1	G: 19	H: -10

Next part:
Short keys – A = Gli-Sufu antag; B = APJ agonist; C = CCR6 antagonist; D = EBI2 antag; E = UBC13 polyUb; F = CXCR6 block; G = APJ antagonist; H = ATG4B inh
molecule: CCOC(=O)N1CCN(c2ccc(S(=O)(=O)N(Cc3ccccc3)Cc3ccccc3)cn2)CC1
  A: 34	B: -2	C: 20	D: 23	E: -2	F: -2	G: 7	H: -7
molecule: O=C(O)c1cccc(-n2sc3ccccc3c2=O)c1
  A: -8	B: 6	C: -15	D: 7	E: -8	F: -25	G: -14	H: -12
molecule: CCCCN(C(=O)CSCC(=O)Nc1ccc(OC)cc1)c1c(N)n(CCC)c(=O)[nH]c1=O
  A: -7	B: 7	C: 16	D: -2	E: -2	F: -1	G: -38	H: -2
molecule: O=C(CCn1cccc1)Nc1ccc(OC(F)(F)F)cc1
  A: -4	B: 0	C: 4	D: -18	E: 0	F: -7	G: -16	H: -6
molecule: O=C(CCN1CCOCC1)Nc1ccc2c(c1)N(C(=O)CN1CCOCC1)c1ccccc1CC2
  A: 3	B: -4	C: -2	D: -1	E: -2	F: -11	G: -8	H: -17
molecule: Cc1sc2nc(C3CC3)nc(SCC(=O)NCc3ccco3)c2c1C
  A: 3	B: -7	C: -1	D: 9	E: 10	F: 0	G: 14	H: 18
molecule: Cc1ccc(-c2nn3c(C)nnc3s2)cc1NC(=O)C(C)C
  A: 0	B: -5	C: -3	D: 4	E: 7	F: -2	G: 7	H: 1
molecule: O=[N+]([O-])c1ccc2oc(-c3ccccc3)nc2c1
  A: -105	B: -4	C: -6	D: 9	E: 2	F: 2	G: 12	H: 8
molecule: Cc1cccc(-n2c(C)cc(/C=N\NC(=O)c3ccco3)c2C)c1
  A: -39	B: -3	C: 14	D: -13	E: -3	F: -3	G: 9	H: -6
molecule: C[C@H](O)[C@@H]1C(=O)N2CCc3ccc(N4CCN(C)CC4)cc3[C@@H]2C[C@@H]1N(C)C(=O)NC1CCCCC1
  A: -7	B: .	C: 9	D: -6	E: .	F: -5	G: .	H: 4
molecule: O=C(CSc1n[nH]c(-c2ccccn2)n1)Nc1ccc(F)cc1
  A: -5	B: -4	C: 32	D: -14	E: -32	F: 5	G: 6	H: -9
molecule: O=C(Nc1cccs1)Nc1c(F)c(F)cc(F)c1F
  A: 10	B: -1	C: -8	D: -13	E: 4	F: -4	G: 4	H: 2
molecule: CCOc1ccccc1NC(=O)C1CCN(S(=O)(=O)c2c(C)nn(C)c2C)CC1
  A: -6	B: -2	C: 3	D: -4	E: 4	F: 0	G: 9	H: -16
molecule: O=C(Nc1ccc(S(=O)(=O)NCC2CCCO2)cc1)c1ccccc1 (stereo not drawn)
  A: 6	B: -1	C: 6	D: -9	E: 4	F: 1	G: -41	H: 0
molecule: CC1CCCC(NC(=O)COC(=O)/C=C/c2ccc(F)cc2)C1C (stereo not drawn)
  A: 4	B: -2	C: 8	D: 8	E: 2	F: 13	G: -5	H: -7
molecule: CN1C(=O)CS(=O)c2ccc(C(=O)NC3CC3)cc21 (stereo not drawn)
  A: -1	B: -2	C: 7	D: 3	E: 2	F: 7	G: 3	H: -2
molecule: COCCn1c(SCC(=O)Nc2ccc(F)cc2F)nc2c([nH]c3ccccc32)c1=O
  A: 4	B: -6	C: 4	D: 2	E: -6	F: -8	G: -13	H: 1
molecule: O=C(NCc1nc2ccccc2[nH]1)C1=C[C@H](C2CC2)C[C@H](OCCCCO)O1
  A: 1	B: 13	C: 3	D: -12	E: -4	F: -5	G: 14	H: -2
molecule: CC(C)(C)CC(=O)NC(=S)Nc1ccccc1[N+](=O)[O-]
  A: 2	B: -3	C: 11	D: -9	E: 7	F: -1	G: 8	H: -4
molecule: Cc1ccc(NC(=O)NC2CC(=O)N(c3ccc4c(c3)OCCO4)C2)cc1C (stereo not drawn)
  A: -13	B: 0	C: 5	D: -3	E: -1	F: 2	G: 9	H: -6
molecule: O=[N+]([O-])c1ccc(Sc2nc3ccccc3o2)c([N+](=O)[O-])c1
  A: 4	B: 9	C: 43	D: -53	E: -20	F: 43*	G: -78	H: 6
molecule: C/C(N)=C(/C#N)C(=O)CSc1nc2ccccc2c(=O)n1-c1ccccc1C
  A: 2	B: -6	C: 18	D: -1	E: 0	F: 0	G: 1	H: -2
molecule: COc1ccc(C2(C)NC(=O)N(CC(=O)Nc3ccc4c(c3)CCC4)C2=O)cc1OC (stereo not drawn)
  A: -4	B: -3	C: 7	D: 1	E: 11	F: -5	G: -2	H: -10
molecule: CC(C)(C)N1CC(OC(N)=O)C1
  A: -5	B: -2	C: 4	D: -6	E: 3	F: 0	G: 20	H: -5
molecule: CCOc1cc(N2CCOCC2)c(OCC)cc1NC(=O)CSc1nccc(C)n1
  A: 7	B: 0	C: 2	D: -3	E: -37	F: -15	G: -7	H: 6

Record cards (already shown).
Entry for CCOc1cc(N2CCOCC2)c(OCC)cc1NC(=O)CSc1nccc(C)n1 → Gli-Sufu antag: 7; APJ agonist: 0; CCR6 antagonist: 2; EBI2 antag: -3; UBC13 polyUb: -37; CXCR6 block: -15; APJ antagonist: -7; ATG4B inh: 6
Entry for COc1ccc(C2(C)NC(=O)N(CC(=O)Nc3ccc4c(c3)CCC4)C2=O)cc1OC (stereo not drawn) → Gli-Sufu antag: -4; APJ agonist: -3; CCR6 antagonist: 7; EBI2 antag: 1; UBC13 polyUb: 11; CXCR6 block: -5; APJ antagonist: -2; ATG4B inh: -10

The list goes on:
Short keys – A = Gli-Sufu antag; B = APJ agonist; C = CCR6 antagonist; D = EBI2 antag; E = UBC13 polyUb; F = CXCR6 block; G = APJ antagonist; H = ATG4B inh
molecule: Cc1ccc(SCC(=O)NCC2COc3ccccc3O2)cc1 (stereo not drawn)
  A: .	B: -3	C: 9	D: 13	E: -14	F: -3	G: -6	H: 3
molecule: CC1CC(=O)Nc2cc([N+](=O)[O-])ccc2N1 (stereo not drawn)
  A: 1	B: -3	C: 7	D: -2	E: -7	F: -6	G: 6	H: 2
molecule: CCn1c(=O)cc(N2CCN(Cc3ccccc3)CC2)[nH]c1=O
  A: -2	B: -1	C: 8	D: 0	E: -7	F: 3	G: -7	H: -13
molecule: COC(=O)[C@H](CC(C)C)NS(=O)(=O)N[C@@H](CC(C)C)C(=O)OC
  A: -6	B: -3	C: 4	D: 6	E: 9	F: 4	G: -3	H: 1
molecule: Cc1cc(C)cc(NCC(=O)Nc2c(C)cccc2C)c1
  A: 6	B: -2	C: 5	D: 7	E: 4	F: 2	G: 18	H: -7
molecule: N=c1oc2ccccc2cc1C(=O)Nc1cccc(F)c1
  A: -19	B: -2	C: 10	D: 8	E: 3	F: -4	G: 16	H: 2
molecule: Cc1ccc(C(=O)Cn2c3[n+](c4ccccc42)CC(O)CS3)cc1 (stereo not drawn)
  A: 8	B: 0	C: 5	D: 8	E: 5	F: -6	G: 3	H: -4

Assay outcomes as filed in PubChem.
